MC4R antagonist = MC4R antagonists of cAMP signaling, primary screen, cell-based, TR-FRET, antagonist arm of biased-ligand search | Melanocortin receptor 4 (Homo sapiens), P32245 | MC4R-expressing cells, MTII-stimulated cAMP, LANCE TR-FRET | inhibition, % at 6.5 µM | 0.48% of 360,000 active;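 active = inhibition above its plate's cutoff, the mean of tested wells on that plate plus 3 SD, cut at about 29% in these data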;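 note: 0% = Melanotan II alone and 100% = Melanotan II plus saturating MCL0020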
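System: U2OS-MC4R stable cell line; Technique: Eu-cAMP/anti-cAMP TR-FRET, emission 671 nm; Repeats: single well per compound; Also added: Melanotan II; Dosing: one concentration, 6.5 µM nominal; Schedule: 30-min compound, 1-h challenge, 1-h detection, room temperature.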
Exocytosis inh = LAMP-1 surface exposure blockers, TALL-104 cells – cell-based, flow cytometry, MLPCN library, primary screen. TALL-104 LAMP-1 surface exposure; cells stimulated with thapsigargin and PMA. inhibition, % at 10 µM. 0.66% of 360,000 active. AID 651702, 2012;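 active = inhibition above about 55%, limit read from the data; inconclusive = no clear call, values can overlap the other calls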
PDI inh = inhibitors of human PDI, primary screen, biochemical, turbidity, single point, plate reader; Protein disulfide-isomerase (Homo sapiens), P07237; PDI insulin aggregation turbidity, A650, 90 min; inhibition, % at 10 µM; 0.052% of 350,000 active; AID 588391, 2011;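 active = mean inhibition across replicates of 30% or more, whatever share of single replicates reach that level; inconclusive = mean inhibition below 30% while every single replicate reaches 30%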;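 note: absorbance from insulin aggregation driven by PDI reduction with DTT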
H9c2 protect = cardioprotection against H2O2-induced cell death, primary screen, uHTS, H9c2 cells, ATPLite luminescence; 0.63% of 360,000 active; protection from H2O2 cell death, % at 20 µM; H9c2 cardiomyocytes, H2O2 injury protection, 2 h;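 active = compounds giving at least 50% protection of heart cells from peroxide-induced death in the single-dose screen, raw or plate-pattern-corrected value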;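 note: 0% = DMSO wells with peroxide and 100% = DMSO wells without peroxide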
N-glyco inh = increase of ERlucT glycosylation luciferase signal, primary screen, N-linked glycosylation inhibitor project, D54 ERlucT cells, luminescence, set 2; reporter increase, % at 12.5 µM; 0.23% of 360,000 active; AID 588692, 2011; D54 ERlucT glycosylation luciferase reporter, 24 h; percent of 100 nM tunicamycin response;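 active = mean luciferase reporter signal, scaled so untreated is 0 and the glycosylation-blocking control 100, at or above a set limit in every replicate; inconclusive = mean reaches the limit but not every replicate does; inactive = mean below the limit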;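 note: luciferase carries N-glycosylation sites so blocking glycosylation raises the light; 0% = median of neutral control wells and 100% = median of 100 nM tunicamycin wells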
MC4R ag barr = MC4R agonists recruiting beta-arrestin, primary screen, cell-based, luminescence, agonist arm of biased-ligand search. Melanocortin receptor 4 (Homo sapiens), P32245. U2OS MC4R beta-arrestin complementation; percent of melanotan II response, DMSO zero. activation, % at 8.9 µM. 0.98% of 360,000 active. AID 540308, 2011;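 active = activation above a per-plate cutoff, the mean activation of sample wells on that plate plus 3 SD, cut at about 8% in these data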
CaV13 FRET inh = Primary screen for inhibitors of IQ motif and Ca2+-dependent inactivation inhibitor domain binding in CACNA1D, Förster resonance energy transfer in living cells, …; HEK cells, CFP/YFP FRET ICDI-IQ, plate reader, 10 min; percent FRET-ratio fall versus neutral wells; inhibition, % at 12.3 µM; 0.098% of 340,000 active;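 active = mean replicate inhibition of at least 30% and at least 1% of replicates passing that level; inconclusive = only one of the two criteria is met; inactive = neither criterion is met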;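 note: 0% = median of the neutral control wells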
HTR2A ag = mouse Htr2a agonists via beta-arrestin recruitment, primary screen, cell-based, luminescence; CHO-K1 mHTR2A beta-arrestin complementation; percent of 30 µM serotonin response; 5-hydroxytryptamine receptor 2A (Mus musculus), P35363; activation, % at 7.6 µM; 0.66% of 360,000 active;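 active = activation above a run cutoff, the mean activation of all tested compounds plus 3 SD, cut at about 14% in these data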;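 note: 0% = plate median of compound wells and 100% = 30 µM serotonin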
ABCB6 inh MLPCN = ABCB6 transporter inhibitors, primary screen, K562-ABCB6 cells, flow cytometry, MLPCN library; fluorescence ratio to DMSO, % at 10 µM; 0.19% of 360,000 active; ATP-binding cassette sub-family B member 6 (Homo sapiens), Q9NP58; K562-ABCB6 porphyrin accumulation, 1 h; hits give low values;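 active = fluorescence ratio to DMSO below 75%, the collection mean minus 3 SD; inconclusive = too few cells collected in the well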;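 note: signal is porphyrin accumulated inside mitochondria; 100% equals median channel fluorescence of DMSO control wells; lower ratio means ABCB6 inhibition with less porphyrin fluorescence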
ABHD5 PLIN5 PPI = ABHD5-PLIN5 interaction inhibitors, primary screen, cell lysate, split luciferase complementation, luminescence | 0.78% of 360,000 active | AID 602281, 2012 | Perilipin-5 (Homo sapiens) + 1-acylglycerol-3-phosphate O-acyltransferase ABHD5 (Homo … | inhibition, % at 4 µM | Split G. princeps luciferase complementation, 4 h;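 active = inhibition above the mean inhibition across every tested compound plus 3 SD, cut at about 22% in these data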;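 note: 0% = DMSO only wells and the 100% control is not disclosed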
Target sequence (Q00G26 whole entry, looked up): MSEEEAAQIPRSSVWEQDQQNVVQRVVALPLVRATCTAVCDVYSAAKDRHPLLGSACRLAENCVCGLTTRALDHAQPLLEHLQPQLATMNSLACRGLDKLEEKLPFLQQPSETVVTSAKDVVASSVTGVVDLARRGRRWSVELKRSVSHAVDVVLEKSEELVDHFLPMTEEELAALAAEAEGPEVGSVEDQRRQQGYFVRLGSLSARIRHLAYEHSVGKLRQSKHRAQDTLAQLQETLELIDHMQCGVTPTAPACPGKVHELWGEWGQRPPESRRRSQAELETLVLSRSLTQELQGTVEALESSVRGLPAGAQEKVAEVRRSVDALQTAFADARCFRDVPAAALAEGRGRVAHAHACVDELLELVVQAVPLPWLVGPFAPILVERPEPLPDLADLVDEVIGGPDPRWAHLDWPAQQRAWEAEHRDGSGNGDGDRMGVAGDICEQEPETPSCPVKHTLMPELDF
Target sequence (Q8WTS1 whole entry, looked up): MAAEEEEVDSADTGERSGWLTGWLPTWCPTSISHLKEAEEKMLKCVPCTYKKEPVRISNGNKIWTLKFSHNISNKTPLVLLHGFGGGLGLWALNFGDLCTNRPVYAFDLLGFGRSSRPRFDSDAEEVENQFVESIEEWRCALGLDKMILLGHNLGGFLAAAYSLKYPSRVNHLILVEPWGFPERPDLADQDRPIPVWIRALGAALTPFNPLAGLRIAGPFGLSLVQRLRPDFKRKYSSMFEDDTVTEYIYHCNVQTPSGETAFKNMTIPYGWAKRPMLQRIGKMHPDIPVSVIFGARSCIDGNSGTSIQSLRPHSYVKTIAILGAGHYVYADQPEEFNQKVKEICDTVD
Numbers without * were called inactive; ? = inconclusive; . = not tested or not shown.

SMILES	MC4R antagonist	Exocytosis inh	PDI inh	H9c2 protect	N-glyco inh	MC4R ag barr	CaV13 FRET inh	HTR2A ag	ABCB6 inh MLPCN	ABHD5 PLIN5 PPI
CCCNC(=O)c1nn2cc(Br)cnc2c1Br	2	-2	4	-2	1	-2.8	4	-3	93	2
NC1=NC(=O)/C(=C/c2cccc(-c3ccc(S(N)(=O)=O)cc3)c2)S1	-4	-2	3	0	4	1.4	-5	4	99	19
O=C(CCn1c(=S)[nH]c2ccccc2c1=O)Nc1cccc(Cl)c1	1	-2	4	4	11	4.5	-8	-1	90	-1
Cn1c(=O)c2c(nc(-n3ccnc3)n2Cc2ccc(Cl)cc2Cl)n(C)c1=O	17	-1	7	5	0	-1.4	.	1	105	-2
Cc1ccn2c(=O)nc(SCC(=O)N3CCCCCC3)nc2c1	3	14	-4	7	-1	-2.4	-6	-2	97	11
COc1ccc(/C=C/C(=O)NCC(c2ccc(F)cc2)N2CCOCC2)cc1OC (centres undefined)	-1	5	3	-6	-3	0.2	-4	5	95	12
O/N=C/c1ccc2ccccc2c1	-2	0	-21	2	2	-0.6	-12	-2	97	-1
Cc1cc(OCC(=O)NNC(=O)c2cccs2)ccc1Br	6	8	-6	-5	-1	-0.1	-3	4	97	0
CC(=O)N1CCCc2cc(S(=O)(=O)N(CC(C)C)CC(C)C)ccc21	4	-3	-4	7	-2	-2.2	-2	0	99	0
Cc1cc(Nc2ccc([N+](=O)[O-])cc2)nc2ccccc12	1	0	-14	-7	-3	0.2	-13	0	102	7
Cc1cc2c(cc1C)CSC(c1ccc(O)cc1)SC2	-5	-5	-6	-4	-2	8.6*	-8	4	93	9
CN(C)c1nc2n(c(=O)n1)C(C#N)CS2 (centres undefined)	5	-3	-8	-4	1	0.3	-9	-2	89	2
O=C(CSc1nnc(-c2ccccc2F)n1C1CC1)Nc1cccnc1Cl	-5	0	-1	1	1	2.4	-6	0	100	1
CCOC(=O)N1CCN(C(=O)c2ccc(CS(=O)c3ccccc3)o2)CC1 (centres undefined)	15	3	-6	-2	0	-1.6	-5	-5	106	-3
O=C(CSc1cc(Cl)ccc1Cl)Nc1ccc(N2CCOCC2)cc1	2	-4	-5	-11	-2	-1.0	-7	1	101	-8
COC(=O)c1ccccc1NC(=O)CN(C)Cc1ccccc1	15	-6	5	2	-1	0.4	9	-4	100	-3
COC(=O)c1c(C)cc(O)cc1O	-3	-6	.	-1	0	-0.3	.	-5	95	-4
COCCNC(=O)C1(C)CCCN(Cc2cc(-c3ccccc3)n(C)n2)C1 (centres undefined)	5	-2	2	3	0	-2.4	-7	7	94	5
CS(=O)(=O)c1cccc(C(=O)Oc2ccccc2)c1	0	0	-1	14	0	2.6	-4	-2	86	-2
O=C(CN1CC[n+]2c(-c3cccs3)csc21)c1ccc(Br)cc1	7	-1	-2	-1	0	-1.8	-4	3	94	-26
Cc1ccc(S(=O)(=O)N2CCC(c3nc4c(nnn4Cc4ccccc4)c(=O)[nH]3)CC2)cc1	-1	2	-3	9	-2	1.3	-10	3	94	10
O=C(NCC(=O)N1CCOCC1)c1ccc(Cl)cc1	-1	0	1	4	3	0.1	.	4	100	3
CC(=O)c1ccc(CCCCc2ccc(C(C)=O)cc2)cc1	0	-1	-3	-14	-4	0.9	-5	-1	110	1
CCCS(=O)(=O)c1nc(S(=O)(=O)c2ccc(C)cc2)c(NCCCN2CCOCC2)s1	0	-2	-1	18	-2	-0.6	.	0	97	-4
O=C(NCC(=O)c1ccccc1)OCc1ccc([N+](=O)[O-])cc1	20	-3	-3	-3	0	0.5	-4	2	99	3
New compounds follow
SMILES	MC4R antagonist	Exocytosis inh	PDI inh	H9c2 protect	N-glyco inh	MC4R ag barr	CaV13 FRET inh	HTR2A ag	ABCB6 inh MLPCN	ABHD5 PLIN5 PPI
CCCCn1c(N)c(N(CC(C)C)C(=O)CSc2nnc(C)n2-c2ccccc2)c(=O)[nH]c1=O	11	-7	-6	12	2	0.9	-2	0	100	0
Cc1noc(C)c1COc1cccc(C(=O)Nc2ccc3c(c2)OCO3)c1	-6	0	3	0	12	-3.5	-6	-1	96	-6
O=[N+]([O-])c1ccc(Cc2ccccn2)cc1	12	-6	5	10	0	-1.7	-2	-3	97	-5
Cc1cc(C)n2cc(-c3ccc(Cl)cc3)c(C(=O)O)c2n1	5	1	-3	-12	3	-0.4	-16	-7	108	-3
Cc1ccc(NC(=O)COCC(=O)Nc2ccc(C)cc2)cc1	11	-12	-2	0	1	-1.1	-19	0	102	0
CCOC(=O)Nc1ccc2c(c1)ncn2C1CCCCC1	-7	-4	-1	4	-1	-1.9	-9	0	98	-2
NS(=O)(=O)c1cc2c(cc1Cl)NC(Cc1ccccc1)NS2(=O)=O (centres undefined)	1	-7	-1	-4	5	-3.5	-18	6	95	5
COc1cccc(C(C(=O)NCc2ccccc2)N(C(=O)c2csnn2)C2CC2)c1 (centres undefined)	3	7	3	11	1	-1.6	-5	0	97	-4
O=C(N=Nc1c(O)n(C2OC(=O)c3ccccc32)c2ccccc12)c1ccc(O)cc1 (centres undefined)	7	0	-2	-19	2	0.2	-7	9	102	-1
CC(=O)Nc1cc2c(cc1NC(=O)Cn1nnc(-c3ccc(C)o3)n1)OCCO2	-4	-3	-2	2	-2	-1.3	-3	-3	99	-1
CC1Cc2ccccc2N1C(=O)CSc1nnc2sc3ccccc3n12 (centres undefined)	7	11	?	0	0	-2.3	-7	0	97	1
Cc1nn(C)c(Oc2ccccc2)c1CCNS(=O)(=O)c1ccc(F)cc1	2	-1	-8	-5	0	0.9	-4	7	94	4
COc1ccc(N2C(=O)[C@@H]3[C@H](C2=O)[C@H](C(C)=O)N2c4ccccc4C=C[C@@H]32)cc1	4	0	5	3	-1	-1.4	-4	-4	112	4
C#CCN1C(=O)C(O)(CC(=O)/C=C/c2ccco2)c2ccccc21 (centres undefined)	13	-1	3	1	2	-3.2	-2	-2	103	7
CCOc1ccc(Br)cc1S(=O)(=O)N1CCC(C(N)=O)CC1	4	1	11	2	1	-3.0	-2	-2	93	5
COc1ccc(NC(=O)N(C)C[C@H]2Oc3ccc(NC(=O)Nc4c(C)noc4C)cc3C(=O)N([C@H](C)CO)C[C@@H]2C)cc1	7	0	-8	1	3	-1.6	-7	-1	99	0
COc1cc(OC)c(NC(=O)c2cc(S(=O)(=O)N3CCOCC3)cn2C)cc1Cl	2	-2	.	7	2	2.0	-6	-3	96	4
O=C(Cn1nc(-c2ccccc2)nc1-c1ccccc1)OC1CCCCC1	1	-4	1	-6	-5	3.7	-10	5	90	-10
Cc1ccc(N(CCC#N)C(=O)COC(=O)c2cc(C)oc2C)cc1	0	-1	6	-2	-1	0.8	-5	0	100	-5
CCc1ccc(NC(=O)C2CCCN(S(=O)(=O)c3ccc4c(c3)CC(C)N4C(C)=O)C2)cc1 (centres undefined)	11	5	-5	-6	-5	-1.5	-5	1	105	-7
NS(=O)(=O)c1ccc(NC(=O)CSc2cn[nH]n2)cc1	14	0	2	-1	0	2.9	-3	2	94	-7
Cn1cc(-c2ccc(C(=O)NCc3cccc(Cl)c3)c3occc23)cn1	9	-5	-4	11	-3	-0.6	-6	-6	96	9
COCCSc1nc2c(c(=O)[nH]c(=O)n2C)n1Cc1cccc(C)c1	-11	3	-2	-9	-1	-0.8	-6	-4	98	-2
Cc1cccn2c(=O)nc(SCC(=O)N3CCC(Cc4ccccc4)CC3)nc12	7	-8	-23	1	-2	-3.2	-4	-3	99	1
CC(=O)c1cccc(NC(=O)NN2CCN(C)CC2)c1	2	7	-13	5	0	-3.0	-6	1	100	12
Following part:
SMILES	MC4R antagonist	Exocytosis inh	PDI inh	H9c2 protect	N-glyco inh	MC4R ag barr	CaV13 FRET inh	HTR2A ag	ABCB6 inh MLPCN	ABHD5 PLIN5 PPI
Cc1cc(SC(C)C(=O)Nc2ncc(Cl)cc2Cl)nc2ccccc12 (centres undefined)	4	-4	-11	-2	-15	3.7	-2	-1	101	0
COCCNC(=O)COc1cc(=O)n(C)c2ccccc12	-6	0	1	6	3	-1.6	-5	-1	88	-3
CCc1ccc(NC(=O)CS(=O)CC(=O)NCCCc2ccccc2)cc1 (centres undefined)	0	-1	2	-5	4	1.1	-8	-2	91	-2
CCC(=O)Nc1ccc(C(=O)COC(=O)Cc2ccsc2)cc1	8	-1	-11	-5	-2	0.0	-2	-5	95	2
O=C(NCc1ccccc1CN1CCCC1)c1ccc(S(=O)(=O)Nc2ccccc2F)cc1	-2	2	-2	4	-3	0.9	-5	-4	90	18
Cc1[nH]ncc1N=Cc1ccc([N+](=O)[O-])cc1	9	4	6	3	4	-1.6	-7	0	104	-5
Cn1ncc(Cl)c1C(=O)N1CCN(S(=O)(=O)c2cccs2)CC1	1	5	-5	7	-1	-2.2	-7	0	95	-7
Cc1ccc(N2N=C(c3ccc(Br)cc3)CCC2=O)cc1	-1	1	-3	-2	4	0.4	-6	-1	100	-4
CN1C(=O)c2ccc(C(=O)NCc3ccco3)cc2C1=O	0	4	-3	3	4	-1.4	-10	2	94	5
CC(C)Cc1ccc(C(=O)NCc2ccc3c(c2)OCO3)o1	5	-1	4	-4	-2	-0.5	-3	-5	98	-3
OC1CCN(c2ncnc3c2nnn3Cc2c(F)cccc2Cl)CC1	0	-1	17	9	0	0.9	.	1	93	7
CN(Cc1ccc(OCC(O)CN2CCCCC2)cc1)Cc1ccnc2ccccc12 (centres undefined)	4	39	1	-26	-8	-3.1	-2	4	90	-5
CC(=O)Nc1cccc(NC(=O)Nc2ccc(F)cc2F)c1	-2	-4	5	8	1	-1.9	-2	1	100	-2
CCOC(=O)C1CCCN(CCC(=O)Nc2cc(OC)ccc2OC)C1 (centres undefined)	6	-5	0	-5	0	-2.4	-3	4	97	0
CCc1ccc(OCC(O)CN2CCN(CCO)CC2)cc1 (centres undefined)	6	-18	1	2	0	-1.3	-5	8	91	0
COc1ccc(CC(=O)NNC(=O)c2cnccn2)cc1	-2	4	-3	8	4	-2.0	-5	0	97	4

Screening results from PubChem.
